Screening results: PubChem, National Center for Advancing Translational Sciences (NCATS)
FEN1 inh = inhibitors of human flap endonuclease 1 | hit rate 0.35% among 390,000 | Potency, µM (series often up to 114 µM), inactives show at the highest dose activity change, negative = inhibition, most hits filed as inhibitors | AID 588795 | Recombinant FEN1 flap cleavage, fluorescence, 15 min | P39748; note: nearly all actives have a fitted effect of over 65% in size
Target sequence (P39748 whole entry, looked up): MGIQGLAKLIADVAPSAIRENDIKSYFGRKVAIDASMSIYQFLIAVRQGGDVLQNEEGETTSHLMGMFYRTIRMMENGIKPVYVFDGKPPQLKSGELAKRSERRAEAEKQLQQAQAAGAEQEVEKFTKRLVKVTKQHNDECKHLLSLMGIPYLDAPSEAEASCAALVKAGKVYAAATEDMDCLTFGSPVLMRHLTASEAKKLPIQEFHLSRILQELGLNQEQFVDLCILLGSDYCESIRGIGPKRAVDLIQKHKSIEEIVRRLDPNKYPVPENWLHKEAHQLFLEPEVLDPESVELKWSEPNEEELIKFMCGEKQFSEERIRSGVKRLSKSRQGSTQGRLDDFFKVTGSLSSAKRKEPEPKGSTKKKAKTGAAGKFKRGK
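Quantitative HTS format: each compound was titrated, incubated with 10 nM nuclease for 15 min at room temperature, then challenged with flap substrate at 50 nM final. Signal change over 15 min gave concentration–effect curves.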
KAT2A inh = inhibitors of human GCN5L2 histone acetyltransferase; GCN5L2 HAT assay, ThioGlo1 CoA-SH fluorescence; Potency, µM (series often up to 58.9 µM), without a hit: at the highest dose activity change, negative = inhibition, usual class: inhibitors; hit rate 0.21% among 390,000; AID 504327
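GCN5L2 (20 nM) in 50mM HEPES pH 7.5, 0.1mM EDTA, 0.01% Tween-20 preincubated 15 min with compounds at room temperature. Reaction started with H3(1-25) 75uM, acetyl-CoA 70uM, ThioGlo1 50uM; CoA-thiol fluorescence (Ex340/Em540) read at 0 and 20 min.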
DT40 TDP1 CPT = growth inhibition of DT40 Tdp1-/-;hTDP1 cells with camptothecin (screen for TDP1 inhibitors); chicken DT40 Tdp1-/-;hTDP1 cells + 20 nM CPT, ATP luminescence, 48 h; Potency, µM (top dose mostly 46.2 µM), for inactives: at the highest dose activity change, negative = growth inhibition, hits mostly inhibitors; hit rate 12% among 420,000; AID 686979; note: nearly all actives have a fitted effect of over 55% in size
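Chicken DT40 Tdp1-/- cells complemented with human TDP1, 400 cells/well, exposed to compounds plus 20 nM camptothecin for at least 48 h at 37 C; viability read as ATP content by CellTiter-Glo luminescence.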
The depositor's hits bear a star; ? = inconclusive; / = not tested or not shown; & = joins results of further samples; [ ] = another dose, or the depositor's remark. Calls come from the whole dose curve; as a rule, active = well fitted curve in the direction sought with a large enough effect; inconclusive = small, poorly fitted or top-dose-only effect, or another doubt; inactive = no such curve, though single readings can be large; an effect the other way counts as inactive or inconclusive. % is set by controls: 0 for no effect and ±100 for the full control effect; potency is the fitted concentration of half-maximal effect. An excerpt; rates above refer to the full screens.

smiles,FEN1 inh,KAT2A inh,DT40 TDP1 CPT
COc1cc(/C=C2\SC(=S)N(CCC(=O)Nc3ccccn3)C2=O)cc(OC)c1OC,1.8%,0.4%,-16.0%
CCC(=O)c1ccc(OCC(=O)N2CCN(c3ncccn3)CC2)cc1,-6.1%,-8.8%,-2.7%
COCC(C)n1c(C)cc(C(=O)CSc2ncccn2)c1C (stereo unspecified),4.4%,0.3%,-0.6%
CCN(CC)C(CNC(=O)CSc1nnnn1-c1ccc(C)c(C)c1)c1ccco1 (stereo unspecified),-12.5%,-3.1%,?
Oc1cccc(/C=N/N(Cc2ccccc2)c2ccccc2)c1,-6.8%,-20.8%,-25.3%
CC(C)(C)c1cc[n+](-c2[nH]c(=O)sc2/C=N/N=C(\[O-])c2ccccc2)cc1,?,1.3%,-15.9%
Cc1ccc(C2/C(=C(/O)c3ccc4c(c3)CC(C)O4)C(=O)C(=O)N2CCCn2ccnc2)cc1 (stereo unspecified),-3.0%,-5.1%,-5.0%
CCOC(=O)C1CCN(C(=O)COc2ccc(N(C)S(=O)(=O)c3ccc(C)cc3)cc2)CC1,-1.7%,-3.7%,3.4%
CSc1ccccc1C(=O)Nc1cccc(C(C)O)c1 (stereo unspecified),-0.1%,-2.2%,10.4%
COc1ccc(-c2cc(COc3ccccc3)on2)cc1,-27.3%,-10.3%,0.8%
Cc1sc2c3ccsc3ccc2[n+]1C,0.6%,?,13µM*
Cc1ccc(-n2c(=O)c3c(c4cc(C)ccc4n3C)n(CC(=O)NCC3CCCO3)c2=O)cc1 (stereo unspecified),-5.6%,-15.2%,?
CCOC(=O)[C@@H]1[C@H]2COc3ccccc3[C@@H]2N2C(=O)N(c3ccc(OC)cc3)C(=O)[C@@]12C,-6.4%,-9.8%,-0.3%
O=C(Nc1nc(-c2cccs2)cs1)C1CC(=O)N(c2ccc3c(c2)OCCO3)C1 (stereo unspecified),-26.8%,/,?
O=C1c2ccccc2C(=O)N1CCCc1nc(-c2ccncc2)no1,-16.5%,-2.7%,-12.8%
CSc1nc(N)c2c(n1)N(C)C=NS2(=O)=O,0.6%,/,6.4%
O=C(C[n+]1ccc(C(=O)N/N=C/c2ccc(Br)cc2)cc1)c1ccccc1,-1.2%,-1.4%,-1.0%
O=C(Cc1ccc(S(=O)(=O)N2CCOCC2)s1)Nc1ccc(N2CCOCC2)cc1,1.3%,-9.2%,8.4%
CC(C)(C)c1cc(C(=O)NNc2ccc(OC(F)(F)F)cc2)n(Cc2ccccc2)n1,-11.2%,-19.8%,-28.8%
S=C(NCc1cccnc1)Nc1ccc(Cl)cc1,3.8%,-2.8%,-9.4%
Cc1nc(C)c(C(=O)C2=C(O)C(=O)N(CCN(C)C)C2c2cccs2)s1 (stereo unspecified),6.3%,-11.8%,-7.1%
COc1ccc(Br)cc1/C=C/C(=O)NCC(=O)O,25.4%,4.3%,-1.2%
Cc1ccc(CCNC(=O)NC(C)(C)C)cc1,-0.8%,-0.7%,-14.6%
CC(=O)c1c(C)oc2ccc(NS(=O)(=O)c3ccc(F)cc3C)cc12,1.4%,-3.7%,23.1µM*
CCCCNc1ccc2oc(-c3ccc(OC)cc3)c(-c3ccc(OC)c(F)c3)c2c1,-1.4%,-5.6%,?
CCOC(=O)C1=C(C)NC(SCC(=O)OC)=C(C#N)C1c1ccc(C(=O)OC)cc1 (stereo unspecified),-0.5%&-1.2%,6.7%,?
COc1ccc(NC(=O)c2sc3nc(Cc4ccccc4)cc(C(F)(F)F)c3c2N)cc1OC,-4.7%,-11.6%,-29.7%
COc1ccccc1OCCNC(=O)c1ccc2c(c1)OCCO2,1.4%,-6.9%,-17.4%
CSc1nc(Oc2ccc3ccccc3c2)c2ccccc2n1,-20.1%,-7.3%,?
Cc1ccc(C)c(OCCCC(=O)N2CCOCC2)c1,-2.5%,0.2%,2.6%
Cc1ccc2[nH]c(=O)c(CN(C(=O)c3cccs3)c3ccccc3)cc2c1,-0.4%,4.7%,?
COc1cc(C2C(C#N)=C(N)Oc3c2oc(CO)cc3=O)cc(OC)c1OC (stereo unspecified),-0.4%,-4.9%,-12.0%
Cc1cc(=O)[nH]c(SCc2nc3ccccc3s2)n1,-0.2%,-1.5%,-9.3%
CCOc1ccc(C(C)NC(=O)CN2C(=O)NC3(CCCCC3)C2=O)cc1OCC (stereo unspecified),-3.2%,-2.8%,-2.0%
CN(c1ccc(F)cc1)S(=O)(=O)c1ccc(Cl)c(C(=O)Nc2ccc3c(c2)CCC3)c1,3.0%,-10.6%,5.17µM*
CCC(CC)C(=O)N1CC(=O)Nc2ccc(Br)cc2C1c1ccccc1 (stereo unspecified),9.8%,-14.9%,23.1µM*
O=C(Nc1ccccn1)c1cc(-c2cccnc2)nc2ccc(Br)cc12,2.6%,10.8%,?
O=C(c1cccc(S(=O)(=O)Nc2ccc(F)cc2)c1)N1CCC1,-9.3%,-0.6%,-7.0%
CCOC(=O)c1c(C)oc2nc(C)nc(NCCCN3CCN(c4ccccc4)CC3)c12,0.2%,27.5%,-17.4%
Cc1cc(NC(=O)Nc2cccc(C(F)(F)F)c2)no1,0.9%,/,-4.1%
O=[N+]([O-])c1cccc(Cl)c1N1CCOCC1,-5.1%,1.6%,?
Nc1ccc(Sc2ccccc2)nc1,0.8%,/,6.1%
CC(C)(C)c1ccc(/C=N/NC(=S)NCc2ccccc2)cc1,-13.5%,-16.5%,?
CCc1nc(SCc2nnc(-c3ccc(C)cc3)o2)c2c(C)c(C)sc2n1,-5.2%,/,-2.2%
Cc1ccc(CN(Cc2cccnc2)C(=S)Nc2cc(Cl)ccc2C)cc1,-10.3%,-3.4%,13µM*
COc1cc(/C=C2\CCCc3c2nc2ccccc2c3C(=O)O)cc(Cl)c1O,9.3%,-4.9%,5.4%
Cc1cc(C)c2cc(CN(Cc3ccco3)C(=S)NCC3CCCO3)c(=O)[nH]c2c1 (stereo unspecified),6.4%,-18.9%,18.4µM*
CN(C)CCCNc1nc(N)c([N+](=O)[O-])c(NCc2ccccc2)n1,-20.3%,-14.8%,-20.0%
COC(=O)c1cc2ccccc2c(-c2c(OC)c(C(=O)OC)cc3ccccc23)c1OC,-15.4%,-16.6%,?
CCCN(C(=O)c1cc2c(s1)-c1ccccc1SC2)c1ccccc1F,2.0%,-10.0%,?
Cc1ccc(-n2nc3c(c2NC(=O)C2CCCC2)CS(=O)(=O)C3)cc1,-3.4%,-3.2%,0.5%
Cc1ccc(-c2csc(NC(=O)CSc3nc4ccccc4[nH]3)n2)cc1,3.4%,34.4%[activator],20.6µM*
O=C(COC(=O)CNS(=O)(=O)c1ccc(F)c(F)c1F)NCCc1ccccc1,1.5%,1.3%,-3.8%
COC(=O)CCC(=O)c1oc2ccc(Cl)cc2c1NC(=O)CCCN1C(=O)c2ccccc2C1=O,6.6%,2.0%,-8.3%
CCOc1ccc(NC(=O)c2c(NCc3cccs3)sc3c2CCC(C)C3)cc1 (stereo unspecified),-6.6%,?,?
CCOC(=O)C(NC(=O)c1ccc(OC)cc1)(N1CCCC1=O)C(F)(F)F (stereo unspecified),-5.2%,-5.3%,?
Cc1ccc(-c2noc(-c3ccc(NCc4ccco4)c([N+](=O)[O-])c3)n2)cc1,0.0%,-6.6%,-9.2%
O=c1[nH]c(=O)n(Cc2ccco2)c2c1C(C(F)(F)F)(C(F)(F)F)N=C(CCc1ccccc1)N2,6.6%,-1.3%,17.8µM*
Cc1csc2ncc(C(=O)NCCc3ccccc3)c(=O)n12,16.3%,-5.1%,?
O=C1CN(C(=O)c2ccc(S(=O)(=O)N3CCCC3)cc2)C(c2ccc(F)cc2)c2cc(F)ccc2N1 (stereo unspecified),-14.5%,-6.4%,?

Next section
smiles,FEN1 inh,KAT2A inh,DT40 TDP1 CPT
CCSc1nnc(Cc2cc(=O)[nH]c(=O)[nH]2)n1-c1cccc(C)c1,-8.2%,-14.3%,12.7%
CCN(CC)CCn1c(SCC(=O)NCc2ccco2)nc2c(sc3ccccc32)c1=O,-3.3%,-5.6%,?
Cc1ccccc1-c1coc2cc(O)ccc2c1=O,-11.7%,-2.2%,?
Cc1nc2c(-c3ccccc3)c(C)nn2c(C)c1CCC(=O)Nc1ccccc1F,0.9%,-8.2%,18.4µM*
COc1ccccc1N1C(=O)C=C(Sc2nc(C)cc(C)n2)C1=O,1.2%,-9.8%,1.16µM*
CC(C)CC[n+]1ccn(-c2nc3ccccc3nc2[N-]S(=O)(=O)c2ccc(Cl)cc2)c1,-1.1%,-3.5%,4.5%
O=C(Cc1c[nH]c2ccccc12)N1CCN(c2ccccc2)CC1,-13.6%,0.2%,-23.4%
COc1ccc(N2CC(C(=O)NCCCN3CCOCC3)CC2=O)cc1 (stereo unspecified),-6.9%,?,2.9%
CSc1ccccc1OCc1cc(C(=O)N2CCN(C3CCCC3)C(=O)C2)no1,-5.0%,0.3%,?
O=C(O)CNC(=O)/C=C/c1c(Cl)cccc1Cl,0.3%,-9.7%,0.0%
CCC(Cc1ccccc1)NC(=O)CN1C(=O)CSc2ncccc21 (stereo unspecified),0.7%,-0.6%,?
Cc1ccc(C2(c3ccccc3)NC(=O)N(CC(=O)N3CC(=O)Nc4ccccc43)C2=O)cc1C (stereo unspecified),?,-10.1%,?
CN1c2ccsc2/C(=N/NC(=O)c2c(F)cccc2F)CS1(=O)=O,-17.0%,-18.1%,-14.2%
COc1cc(/C=C/C(=O)O)cc(S(=O)(=O)NCCCO)c1OC,0.2%,19.5%,-7.3%
CCCC(=O)Nc1cc(C(=O)NCc2ccc(OC)cc2)ccc1S(=O)(=O)c1ccc(Cl)cc1,4.2%,-0.7%,?
CCOc1ccc(CCNC(=O)c2sc3nc4n(c(=O)c3c2C)CCC4)cc1,-0.3%,0.8%,-21.1%
CCOc1ccc(CCNC(=O)Cn2nc(CC)n3c(cc4sccc43)c2=O)cc1,-7.8%,0.2%,-1.5%
Cc1ccc(S(=O)(=O)N2CCN(CC(=O)N/N=C/c3ccco3)CC2)cc1,-2.0%,-3.3%,-22.6%
